# Source: PubChem BioAssay
# E-sel TNF inh – TNF alpha driven E-selectin expression inhibition; inhibition, % at 2 µM; AID 1246; 120,000 tested, 0.71% active; HUVEC TNFa-induced E-selectin immunofluorescence, high content;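 active = inhibition above the batch mean plus 3 SD, and confirmed as a hit on visual image review, cut at about 43% in these data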;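 note: 0% = TNF-stimulated DMSO wells and 100% = unstimulated control wells; not every result past the cut was called active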
# MRP-1 activ – MRP-1 activation. H69AR cells + doxorubicin, viability rescue, CellTiter-Glo. viability increase, % at 10 µM. 140,000 tested, 0.61% active;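 active = viability gain under doxorubicin at or above a set limit, the compound median plus 3 SD, cut at about 4.7% in these data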;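 note: MRP-1 overexpressing cells given doxorubicin 25 µM after compound pretreatment; 18-22 h compound pretreatment then 72 h with doxorubicin before readout; 0% = doxorubicin-only wells and 100% = vehicle-treated cells without doxorubicin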
# Phagocytosis inh – blocks phagocytosis by macrophages; inhibition, % at 5 µM; 110,000 tested, 0.07% active; J774A.1 macrophage IgG-bead phagocytosis, imaging;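 active = inhibition above the mean of the plate negative controls plus 5 SD, cut at about 13% in these data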;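 note: phagocytic index as fraction of beads internalized from green versus red external bead signal; plate controls were DMSO negative control for no effect and cytochalasin-D positive control for full effect; some results beyond the cut were filed as inactive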
# NPY Y2 blocker – antagonists of human neuropeptide Y receptor Y2; AID 793; inhibition, % at 2.7 µM; 140,000 tested, 0.99% active; P49146; NPY-Y2 expressing cells, antagonist mode; in the data active = inhibition above about 17%;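 note: 0% = vehicle with agonist challenge and 100% = reference antagonist with challenge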
# Target sequence (P49146 whole entry, looked up): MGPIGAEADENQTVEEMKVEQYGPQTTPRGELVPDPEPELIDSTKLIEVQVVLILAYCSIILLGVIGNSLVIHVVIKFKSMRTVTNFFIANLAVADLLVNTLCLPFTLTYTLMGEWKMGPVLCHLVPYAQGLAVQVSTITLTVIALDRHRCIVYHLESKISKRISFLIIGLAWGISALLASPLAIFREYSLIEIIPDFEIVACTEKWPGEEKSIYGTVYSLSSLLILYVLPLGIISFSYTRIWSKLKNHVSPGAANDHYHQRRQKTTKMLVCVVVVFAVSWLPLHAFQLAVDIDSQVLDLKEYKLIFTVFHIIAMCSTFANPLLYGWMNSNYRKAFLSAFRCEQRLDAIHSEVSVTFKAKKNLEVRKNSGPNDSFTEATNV
# Measles CPE – protection of cells from measles virus | Measles virus-infected cells, CPE protection, absorbance | protection (pct of control), % at 4 µM | 140,000 tested, 1.5% active; in the data active = protection mostly above about 24%, no sharp cut-off; inactive = mostly below about 26%; note: some compounds called inactive have numbers as strong as hits
# Yeast life ext – yeast lifespan extension | 130,000 tested, 0.68% active | inhibition of the nicotinamide effect, % at 10 µM | AID 775 | S. cerevisiae growth with nicotinamide, OD615; deaD strain in restrictive glucose medium;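 active = inhibition above a set limit, placed 3 SD over the median of all compounds, cut at about 26% in these data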;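 note: 0% = nicotinamide-treated wells and 100% = cells grown without nicotinamide; some compounds called inactive have numbers as strong as hits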
#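 Material: Modified budding yeast, DeaD strain | Medium: Restrictive glucose medium | Probe or stimulus: 1.5 mM nicotinamide | Dosing: Single dose 10 µM compound, 0.25% DMSO | Times: 48 h at 30 °C | Technique: OD615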
# GALR2 antag – blocks the human galanin receptor 2. O43603. GALR2-expressing cells, antagonist mode. inhibition, % at 4 µM. 140,000 tested, 0.39% active; in the data active = inhibition above about 27%;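 note: cells stimulated with galanin 1-16 at roughly its EC80; 0% = agonist challenge control and 100% = basal control without agonist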
# Target sequence (O43603 whole entry, looked up): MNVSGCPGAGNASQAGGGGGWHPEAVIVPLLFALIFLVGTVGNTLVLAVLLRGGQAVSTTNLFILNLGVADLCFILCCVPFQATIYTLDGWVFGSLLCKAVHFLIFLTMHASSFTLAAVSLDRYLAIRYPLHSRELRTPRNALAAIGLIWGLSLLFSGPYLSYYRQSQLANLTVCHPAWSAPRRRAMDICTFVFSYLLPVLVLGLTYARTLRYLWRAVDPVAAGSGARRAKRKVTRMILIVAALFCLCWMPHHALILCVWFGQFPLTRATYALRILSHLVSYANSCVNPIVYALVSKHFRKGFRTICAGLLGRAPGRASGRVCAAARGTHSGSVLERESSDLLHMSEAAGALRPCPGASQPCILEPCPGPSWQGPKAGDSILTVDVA
# HCT116 bCat-KO – beta-catenin-lacking colon tumor cell growth suppression. viability, % at 10 µM. HCT116 beta-catenin knockout viability, CellTiter-Glo, 60 h; stronger effect = lower value. 140,000 tested, 1.5% active;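 active = viability at or under a set limit, the compound median less 4 SD, cut at about 6% in these data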;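 note: 0% = Hyamine 1622 control at 20 µM and 100% = untreated cell control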
# BB579 growth dn – chemicals that inhibit yeast BB579 growth in restrictive medium (lifespan-shortening candidates). 140,000 tested, 0.51% active. S. cerevisiae BB579 growth, OD615, 48 h. AID 804. inhibition, % at 10 µM;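 active = inhibition above a set limit, 3 SD over the mean compound inhibition, cut at about 44% in these data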; note: inactives centre near -24
#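 System: DeaD yeast strain BB579; buffer or medium: CSMM-D dextrose restrictive medium; technique: OD at 615 nm; schedule: 4 h cell preincubation, 48 h compound exposure, 30 °C humidified; doses: single 10 µM dose; controls: amphotericin B 10 µg/mL, positive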
# HCT116 PTEN-null – PTEN-deleted cell growth suppression; HCT116 PTEN-null viability, CellTiter-Glo, 60 h; stronger effect = lower value; viability, % at 10 µM; 140,000 tested, 1.2% active;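 active = viability at or below a set limit, 4 SD under the median of all tested compounds, cut at about 3.7% in these data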;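 note: PTEN knockout HCT116 line with beta catenin targeted HCT116 as companion control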
# The depositor's hits bear a star; x = not tested or not shown; & = joins results of further samples.
No.	compound	E-sel TNF inh	HCT116 PTEN-null	MRP-1 activ	GALR2 antag	NPY Y2 blocker	HCT116 bCat-KO	BB579 growth dn	Phagocytosis inh	Yeast life ext	Measles CPE
1	Cc1nnc(SCCC#N)n(CCC#N)c1=O	-32.8	96.0	-2.0	-5.2	-1.0	92.5	-1.7	-5.5	-4.3	5.5
2	O=C(NCc1cccnc1)c1ccc(=O)oc1	-1.3	96.0	-2.5	-1.4	0.5	101.6	-20.4	-0.3	-19.4	4.6
3	CCOC(=O)c1c(NCC(C)C)c2ccccc2[nH]c1=O	-19.2	94.0	-1.5	2.2	1.2	94.3	-23.1	x	-0.5	3.4
4	CCCc1nc(SCC(=O)c2ccccc2)c2c(=O)n(C)c(=O)n(C)c2n1	7.1	56.0	2.9	-6.1	9.1	53.6	-18.3	-0.6	1.4	7.4
5	O=C1NC(=O)C(c2cn(-c3ccccc3)nc2-c2ccc(F)cc2)N1 (stereo not given)	-35.8	99.2	-1.3	-1.2	1.9	84.6	-51.8	1.8	-10.9	1.8
6	CC(C)(NO)/C(=N\O)c1ccccc1	4.5	98.7	-2.9	5.1	1.0	86.7	-14.0	-0.8	-7.5	13.2
7	COCCCNC(=O)c1cccs1	3.5	107.6&96.9	1.4	-0.9	3.3	99.1	-31.9	0.8	-5.9	15.5
8	CC(C)NC(=O)Cn1c(=O)c2c(ncn2Cc2ccccc2)n(Cc2ccccc2)c1=O	-11.2	93.4	0.3	10.1	2.6	108.7	-9.6	-0.1	7.2	8.5
9	CC(C)c1ccccc1NC(=O)c1ccccc1NC(=O)C1CCCCC1	x	76.9	0.1	1.8	8.3	80.0	0.7	-0.6	-3.8	9.6
10	Cc1ccc(Cn2c(=O)c3c(nc4n3CCCN4Cc3ccccc3)n(C)c2=O)cc1	-3.5	84.9	2.2	7.9	4.3	82.0	-65.5	1.0	19.9	1.9
11	COc1ccc(-n2nc3c(c2NC(=O)C2CC2)CS(=O)C3)cc1 (stereo not given)	-12.4	96.5	-3.0	-1.8	-1.0	86.6	-16.5	-0.9	-2.5	7.8
12	O=C(N/C(=C/c1ccco1)C(=O)N1CCCCC1)c1cccs1	-4.3	89.4	-1.0	-2.5	5.5	92.4	-12.8	-0.5	-19.0	5.9
13	CCOc1ccc2oc(-c3ccccc3)c(C(=O)N3CCN(CCO)CC3)c2c1	-32.8	81.5	-2.9	-4.6	5.3	86.1	-30.6	4.9	-4.6	6.1
14	CCOC(=O)C1=C(C)NC2=C(C(=O)CCC2)C1c1cn(Cc2ccc(Cl)cc2Cl)nc1-c1ccccc1 (stereo not given)	-16.3	49.5	-3.3	0.6	12.1	54.2	-17.5	0.2	-7.6	19.4
15	CO/N=C(\CS(=O)(=O)Cc1ccc(OC)cc1)c1ccc(Cl)cc1	16.8	78.2	-4.1	-1.8	6.4	89.9	-33.8	-3.4	-11.4	10.3
16	Cc1ccccc1C(=O)N1CCN(c2ccc(NC(=O)CSc3ccc(Cl)cc3)cc2)CC1	40.2	31.0	-1.7	16.3	-4.4	37.1	-51.1	x	-4.9	11.0
17	O=C(N/N=C/c1cccc(F)c1)c1csc2c1CCCC2	25.4	72.2	0.5	2.7	0.2	76.3	-52.5	x	-14.1	9.7
18	Cc1cccc(-c2noc(CN(C(=O)CCc3ccccc3)C(C)C)n2)c1	0.6	79.1	-1.3	2.5	7.4	77.0	-18.3	-2.6	10.9	22.9
19	COc1ccc(CCNC(=S)Nc2cc(C)cc(C)c2)cc1	-2.2	70.9	-4.2	-5.1	11.0	84.1	1.9	-0.8	-4.2	6.5
20	Cc1ccc(-c2nc3sc(C(N)=O)c(N)c3c3c2CCCC3)cc1	x	64.9	-1.5	1.3	-0.6	64.8	46.4*	x	-6.8	1.9
21	COc1ccccc1C(=O)NCC(=O)N/N=C/c1cc(Br)ccc1OC(=O)/C=C\c1ccco1	x	35.7	1.1	11.3	3.4	27.0	-55.1	-4.3	-0.1	2.3
22	CCOC(=O)C(=O)NC(C)CCc1ccccc1 (stereo not given)	-10.0	96.5	-1.1	7.7	-0.8	83.5	-9.8	-2.8	0.4	11.7
23	CC1OC(Nc2cccc3ccccc23)C(O)C(O)C1O (stereo not given)	x	93.7	-4.8	9.0	1.8	84.6	-17.8	-0.9	-17.7	20.5
24	CCCCN(C)C(=O)c1cn(CC)c2nc(C)ccc2c1=O	-3.4	97.4	-0.5	2.0	-1.4	92.4	-19.6	-4.2	0.2	14.9
25	Cc1cc(C)cc(Oc2coc3cc(OC(=O)c4cccs4)ccc3c2=O)c1	11.3	96.0	-2.5	-7.7	2.4	92.6	-27.9	x	-4.2	2.2
26	CS(=O)(=O)N1CCC(c2noc(-c3ccc(C(F)(F)F)cc3)n2)CC1	-25.4	72.5	-0.6	3.8	0.4	78.5	-29.7	0.9	4.5	10.6
27	CCCS(=O)(=O)NCc1ccc2c(c1)cc(C)n2C	x	95.1	-1.0	4.8	0.8	96.2	-21.8	x	-3.9	8.2
28	O=C(NCCc1cn2ccsc2n1)c1cccs1	x	112.6	-3.1	-8.7	-2.7	103.4	-33.3	-0.6	-5.3	1.9
29	Cc1ccc(S(=O)(=O)N/N=C/C(C)(C)CO)cc1	-41.0	113.4	1.4	0.4	3.0	95.8	-51.5	0.2	-8.3	2.2
30	O=C(NC(=S)NCCN1CCOCC1)c1ccc(Cl)cc1	18.7	92.4	-3.4	1.9	0.3	94.7	11.5	-12.1	1.0	17.9
31	COc1ccc(/C=C2\SC(=O)N(CC(=O)NNC(=O)c3ccccc3O)C2=O)cc1	-3.3	87.2	-0.5	5.3	2.2	83.1	-36.7	0.7	6.8	4.8
32	CN(CCOC(=O)c1cccc(Br)c1)C(C)(C)C	4.2	94.7	-0.2	-5.9	4.2	103.4	-23.1	-0.2	-8.3	20.0
33	CCOC(=O)c1[nH]c2ccccc2c1N=CN(CC)CC	x	86.0	-1.5	10.6	-0.2	88.2	-28.9	2.8	-5.8	5.8
34	O=[N+]([O-])c1ccc(Cl)c(/C=N/Nc2nc(N3CCOCC3)nc(N3CCOCC3)n2)c1	6.0	93.6	-0.2	-8.6	2.3	106.5	-22.6	-0.6	-6.7	22.1
35	O=C(Nc1nnc(SCc2ccc(Cl)cc2)s1)c1ccco1	5.0	89.0	-1.0	-6.4	4.2	97.7	-44.8	x	-15.6	2.7
36	Cc1cc(C(=O)N2CCCC2C(=O)O)c(C)o1 (stereo not given)	4.4	98.4	-0.8	7.3	1.7	101.3	-21.9	-2.4	-4.1	14.5
37	N#Cc1c(-c2ccc(C(F)(F)F)cc2)cc(-c2ccccc2)[nH]c1=S	-53.6	94.5	-2.9	15.7	0.7	83.2	-25.8	-3.9	0.1	6.1
38	Cc1ccc(-c2noc(CSc3ccccc3)n2)cc1	-4.0	103.9	-0.3	-3.6	11.6	93.0	13.5	0.3	-5.3	10.5
39	C=CCc1cccc(/C=N/NC(=O)CCC(=O)Nc2ccc(F)cc2)c1O	x	11.2	4.4	2.5	-0.9	8.2	-44.3	-7.0	25.0	12.5
40	O=C(COC(=O)[C@H](Cc1ccccc1)NC(=O)c1ccco1)NC(c1ccccc1)c1ccccc1	1.8	96.8	-1.4	-5.7	1.5	97.5	-63.3	-0.8	-9.2	10.3
41	Cc1cc(=O)oc(C)c1C(=O)OCC(=O)c1ccc(Br)cc1	-2.1	90.0	0.5	-2.8	3.6	90.8	-53.5	x	x	15.7
42	CCCCN1CCc2c([nH]c3ccc(C)cc23)C1=O	-2.2	101.3	-0.7	-3.3	3.9	99.8	-49.0	-0.1	-6.2	x
43	Cc1cc(C(=O)NCC(=O)OCC(=O)Nc2ccc(OC(F)F)cc2)ccc1[N+](=O)[O-]	x	94.3	0.0	-1.3	-1.3	93.9	-6.9	-7.2	-1.9	15.8
44	Cc1cc(Cl)ccc1OCC(=O)N/N=C1\CC2C=CCC12 (stereo not given)	x	107.1	-1.0	-2.8	0.7	104.6	-43.2	-1.8	-3.5	18.6
45	c1ccc(-c2ccccc2OCCOCCN2CCCCC2)cc1	x	76.8	-1.8	-1.2	6.0	84.7	8.0	7.4	1.6	13.9
46	CCc1cc(=O)oc2c(C)c(OCC(=O)N3CCCc4ccccc43)ccc12	9.5	83.0	3.4	-1.6	6.3	92.9	-51.2	-0.5	-14.0	4.2
47	Fc1cccc(NC(=S)NCCc2ccccc2)c1	-5.3	81.4	-4.7	13.2	0.9	63.9	-24.4	-5.3	-7.0	7.0
48	O=C(Nc1cccc(Cl)c1)Nc1cc(S(=O)(=O)N2CCCCC2)ccc1Cl	x	2.4*	-5.5	14.0	-1.1	3.9*	-27.9	-4.1	1.6	0.2
49	Cc1nc2ccc(S(=O)(=O)NCC(=O)N3CCCCC3)cc2s1	0.2	102.0	-0.5	5.8	-2.2	100.8	-30.8	x	-1.5	3.6
50	CCCCCCC1C(C#N)=C(N)OC2=C1C(=O)CCC2 (stereo not given)	-0.5	93.7	-1.3	-0.6	3.9	91.9	-29.3	4.0	8.1	3.9
51	CC#CCN(CC#CC)S(=O)(=O)c1ccc(-n2cnnn2)c(OC)c1	-4.8	93.3	-2.6	-4.7	17.0	84.3	0.4	0.2	-13.8	14.5
52	COc1cc(C(C)=O)ccc1Oc1ncnc2c1cnn2-c1cccc(Cl)c1	x	70.3	-0.6	-19.8	2.1	62.9	-39.8	-4.0	0.0	5.5
53	CCCc1cc(=O)[nH]c(/N=C(/NC(=O)C(C)N2C(=O)c3ccccc3C2=O)Nc2ccccc2)n1 (stereo not given)	-9.6	110.7	-0.9	-6.9	-0.2	99.7	-15.8	-1.7	-5.7	19.7
54	Cn1c(CCN2CCOCC2)nc2cc(NC(=O)COc3ccc(Cl)cc3)ccc21	3.5	63.3	-6.8	2.1	-0.1	74.0	-16.1	-0.8	-3.7	3.2
55	CCOC(=O)C1=C(C)NC(C)=C(C(=O)OCC)C1C(=O)OCC(=O)N1CCc2ccccc21	-7.7	79.4	-2.3	-9.8	0.8	85.2	-37.1	-0.7	-20.2	6.7
56	COc1ccc(C(=O)Nc2ccc(S(=O)(=O)N3CCCCC3C)cc2)c(OC)c1OC (stereo not given)	-16.2	95.5	-1.1	-5.1	0.4	98.5	-36.9	1.1	-5.3	4.2
57	COC(=O)c1c(C)nc2c(c(SC)nn2-c2ccccc2)c1N	-14.6	81.9	-2.9	5.9	3.8	82.1	-24.8	1.0	-5.3	12.3
58	O=C(NCc1cccnc1)c1ccc(CN2CCc3ccccc3C2)cc1	3.7	89.0	-3.6	-0.2	1.5	82.6	-35.1	x	x	6.5

# Hits appear at their usual frequency, and some 6.1% of all compounds hit somewhere here.
